SW480 rereplic = A quantitative high throughput screen for small molecules that induce DNA re-replication in SW480 colon adenocarcinoma cells; SW480 DNA re-replication, Hoechst DNA content imaging, 48 h; Potency, µM (series often up to 46.1 µM), for inactives: at the top dose re-replication activation, most hits filed as activators; 1.8% of 340,000 active; AID 624297, 2012; further: potency means the concentration at half of the fitted maximal effect; % of control where 0% means no effect; nearly all actives have a fitted effect of over 55% in size
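DNA re-replication was detected as more nuclei of elevated Hoechst intensity after 48 hr exposure to compound (23 nL pinned per well of 250 cells).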
KB-3-1 cytotox = qHTS assay for MDR1-selective chemotherapeutics: Primary screen using the parental adenocarcinoma cell KB-3-1 | Potency, µM (highest dose often 46.1 µM), for inactives: at the top dose activity change, negative = cytotoxic, actives largely listed as cytotoxic | AID 1347075, 2019 | 1.4% of 400,000 active | KB-3-1 viability, CellTiter-Glo ATP luminescence, 72 h; further: potency means the concentration at half of the fitted maximal effect; on the % scale 0 is the no-effect control and ±100 the full control effect; nearly all actives have a fitted effect of over 60% in size
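Parental KB-3-1 adenocarcinoma cells in phenol-red-free DMEM with 10% FBS were pin-treated with compounds at several concentrations, incubated 72 h at 37 °C, and viability read by CellTiter-Glo luminescence; concentration-effect curves were fitted after normalization.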
KB-V1 cytotox = qHTS assay for MDR1-selective chemotherapeutics: Primary screen using the drug-selected MDR subline cells KB-V1; AID 1347076, 2019; KB-V1 MDR cells viability, CellTiter-Glo, 72 h; Potency, µM (titrated, usually from 46.1 µM), for inactives: at the top dose activity change, negative = cytotoxicity, usual class: cytotoxic; 3.4% of 400,000 active; further: potency means the concentration at half of the fitted maximal effect; on the % scale 0 is the no-effect control and ±100 the full control effect; nearly all actives have a fitted effect of over 60% in size
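Cytotoxicity via CellTiter-Glo luminescence after 72 h compound exposure at 37 degrees C. Cells: drug-selected KB-V1 line, DMEM phenol-red free plus 10% FBS. Compounds tested at multiple concentrations; normalized data fitted to concentration-effect curves.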
GLP-1R agonist = qHTS of GLP-1 Receptor Agonists; HEK293 GLP-1R CRE-luciferase, luminescence, 4-6 h; cells express a hypersensitive GLP-1R form; AID 624172, 2012; Potency, µM (series often up to 45.6 µM), without a hit: at the top dose activation, usual class: activators; Glucagon-like peptide 1 receptor (Homo sapiens), P43220; 0.007% of 380,000 active; further: potency means the concentration at half of the fitted maximal effect; % of control where 0% means no effect
Target sequence (P43220 whole entry, looked up): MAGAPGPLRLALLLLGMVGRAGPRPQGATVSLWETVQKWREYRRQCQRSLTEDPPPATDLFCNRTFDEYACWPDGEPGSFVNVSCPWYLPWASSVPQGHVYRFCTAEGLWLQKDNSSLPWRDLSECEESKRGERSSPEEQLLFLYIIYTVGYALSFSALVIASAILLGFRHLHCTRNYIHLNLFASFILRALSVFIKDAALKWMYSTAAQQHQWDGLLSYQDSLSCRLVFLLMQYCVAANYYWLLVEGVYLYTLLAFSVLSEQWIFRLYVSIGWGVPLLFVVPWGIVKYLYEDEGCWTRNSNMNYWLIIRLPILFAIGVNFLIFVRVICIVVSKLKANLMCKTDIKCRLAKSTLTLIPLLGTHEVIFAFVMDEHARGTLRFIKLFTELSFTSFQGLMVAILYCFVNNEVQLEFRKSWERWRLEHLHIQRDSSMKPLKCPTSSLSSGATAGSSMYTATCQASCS
HT1080-NT tox = qHTS for induction of synthetic lethality in tumor cells producing 2HG: qHTS for the HT-1080-NT fibrosarcoma cell line; HT-1080-NT fibrosarcoma viability, CellTiter-Glo ATP luminescence, 48 h; Potency, µM (top dose mostly 46.1 µM), for the others: top-dose activity, negative = less viability, hits mostly cytotoxic; 1.6% of 360,000 active; AID 686970, 2013;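 further: NT is the 2HG producing partner of a matched IDH1 knockdown line; potency means the concentration at half of the fitted maximal effect; 0% = DMSO-treated cells and -100% = media-only wells without cells; nearly all actives have a fitted effect of over 55% in size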
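Toxicity toward the 2HG-producing NT line was scored as %Activity, normalised to DMSO and no-cell wells, from CellTiter-Glo luminescence after 48 hours' treatment.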
D3 ag = qHTS of D3 Dopamine Receptor Agonist: qHTS; 0.58% of 410,000 active; D3R DiscoveRx beta-arrestin cells, luminescence, 90 min; D(3) dopamine receptor (Homo sapiens), P35462; max activation, %; in the data active means max activation above about 30%; further: 0% is about no effect; mostly tested at two doses, the higher about 12 µM
Target sequence (P35462 whole entry, looked up): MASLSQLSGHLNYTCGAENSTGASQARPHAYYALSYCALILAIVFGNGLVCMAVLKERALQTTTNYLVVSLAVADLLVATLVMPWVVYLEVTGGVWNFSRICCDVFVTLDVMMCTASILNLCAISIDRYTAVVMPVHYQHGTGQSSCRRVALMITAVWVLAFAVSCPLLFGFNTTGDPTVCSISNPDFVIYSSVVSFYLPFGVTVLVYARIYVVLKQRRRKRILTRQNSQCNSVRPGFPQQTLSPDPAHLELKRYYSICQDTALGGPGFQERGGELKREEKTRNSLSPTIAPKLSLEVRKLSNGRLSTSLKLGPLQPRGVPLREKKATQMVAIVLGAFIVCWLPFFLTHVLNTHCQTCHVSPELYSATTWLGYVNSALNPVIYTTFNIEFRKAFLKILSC
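Agonist mode: compounds and dopamine controls were applied to plated cells for 90 min at 37 degrees C after an overnight attachment at 1500 cells/well. Luminescent read-out followed 30 - 60 minutes at room temperature with DiscoveRx detection reagent.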
IL1B secr inh = qHTS for Inhibitors of Inflammasome Signaling: IL-1-beta AlphaLISA Primary Screen; AID 743279, 2014; 4.7% of 360,000 active; activity change, % at 57.5 µM; THP-1 LPS/ATP IL-1B secretion, AlphaLISA, 16 h; hits give low values; in the data active means activity change below about -50%; inconclusive means mostly about -30% to -49%; further: on the % scale 0 is the no-effect control and ±100 the full control effect
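Secreted IL-1B measured by AlphaLISA bead assay after 16 h compound exposure of THP-1 cells; compounds (final up to 57.5 uM) added 1 h before LPS (250 ng/mL) and ATP (1.25 mM) stimulation; lower signal means less secretion.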
HT1080 IDH1KD tx = qHTS for induction of synthetic lethality in tumor cells producing 2HG: qHTS for the HT-1080-IDH1KD cell line; HT-1080 IDH1 knockdown viability, ATP luminescence, 48 h; Potency, µM (doses to about 46.1 µM), for inactives: at the highest dose activity, negative = toxicity, most hits filed as cytotoxic; 2% of 360,000 active;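 further: potency means the concentration at half of the fitted maximal effect; 0% = DMSO wells and -100% = cell-free medium wells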
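Viability of IDH1-knockdown HT-1080 fibrosarcoma cells was assessed by CellTiter-Glo after 48 h at 37 °C with titrated compound; concentration-effect curves were classified by fit quality and response size.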
D3 antag = qHTS of D3 Dopamine Receptor Antagonist: qHTS | D3R cells, DiscoveRx beta-arrestin luminescence, antagonist mode; hits give low values | 2.5% of 360,000 active | max response, negative = inhibition, %; in the data active means max response below about -50%; inconclusive means no clear call, values can overlap the other calls; further: on the % scale 0 is the no-effect control and ±100 the full control effect; mostly tested at two doses, the higher about 12 µM
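Cells expressing the human receptor were seeded at 1500 cells/well, incubated overnight at 37 degrees C in 5% CO2, then exposed to library compounds with dopamine controls for 90 minutes at 37 degrees C before luminescent detection.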
Active calls of the source: *; ? = inconclusive; · = no result given; [ ] = remark or other dose. Unless noted, the call rests on the fitted dose curve; in most records, active means well fitted curve in the direction sought with a large enough effect; inconclusive means small, poorly fitted or top-dose-only effect, or another doubt; inactive means no such curve, though single readings can be large; an effect the other way counts as inactive or inconclusive. Outcome played no part in choosing rows; any-hit rate near 12%.

SMILES	SW480 rereplic	KB-3-1 cytotox	KB-V1 cytotox	GLP-1R agonist	HT1080-NT tox	D3 ag	IL1B secr inh	HT1080 IDH1KD tx	D3 antag
COc1ccccc1N1CN(S(=O)(=O)c2ccc(C)cc2)c2nc3ccccc3nc21	-2%	0%	-18%	1%	-3%	2	-1	-2%	4
COc1ccc(C(=O)N(C)c2c(C)n(C)n(-c3ccccc3)c2=O)cc1OC	-19%	16%	36%	0%	-1%	6	3	-2%	2
Cc1ccc(-c2cc(C(=O)Nc3ccc4c(c3)OCCO4)c3ccccc3n2)cc1	2%	?	?	-19%	?	-8	?	?	23
CN(CCOc1ccccc1)C(=O)c1cc(COc2c(F)cccc2F)on1	-31%	0%	17%	18%	11%	2	-4	2%	17
Cc1c(-n2cc(C(=O)O)c(=O)c3cc(F)c(N4CCCC(O)C4)c(F)c32)c(=O)n(-c2ccccc2)n1C (stereo not given)	-2%	0%	5%	-2%	11%	-4	15	15%	28
Cc1cc(C)c2c(N=NN3CCOCC3)[nH]nc2n1	0%	?	-19%	0%	19%	2	-9	18%	-11
N#Cc1ccc(C(=O)N2CCN(C(=O)C3CCCO3)CC2)cc1 (stereo not given)	-19%	8%	1%	2%	0%[9.24 µM]	1	-4	-2%	-12
CN(C(=O)c1ccccc1C(=O)OCC(=O)c1ccccc1)c1ccccc1	-9%	7%	-16%	0%	2%	5	7	2%	7
Nn1c(Cc2ccccc2)nc2ccccc2c1=O	-9%	7%	-3%	-3%	6%	-16	4	0%	?
COc1cccc(CN2CCN(CC(=O)Nc3ccccc3Cl)CC2)c1	1%	0%	-14%	4%	-6%	-12	-7	-8%	-19
O=C1C=C(NNC(=O)c2ccccc2Br)CCC1	-4%	-2%	0%	5%	5%	-4	42	7%	8
Cc1ccc2nc(N(CCCN(C)C)C(=O)CN3C(=O)c4ccccc4C3=O)sc2c1	-21%	1%	3%	24%	4%	-20	-8	-1%	?
CCCC(C)NC(=O)COc1ccc(S(=O)(=O)c2ccc(OCC(=O)NC(C)CCC)cc2)cc1 (stereo not given)	6%	7%	14%	0%	1%	-6	23	0%	0
CCCCCC(=O)NNC(=O)Cc1ccc([N+](=O)[O-])cc1	-6%	19%	-9%	9%	-1%	0	21	-16%	0
O=C(Nc1ccc([N+](=O)[O-])cc1)c1cccc([N+](=O)[O-])c1	·	11%	6%	-9%	-19%	4	34	-21%	16
COc1ccc(C(=O)N/N=C/c2sc(=O)n(Cc3cccc(C(=O)O)c3)c2Cl)cc1	-7%	27%	-1%	-4%	-1%	-2	-6	4%	2
COc1ccccc1NS(=O)(=O)c1cccc(C(=O)OCc2nc3ccccc3s2)c1	-3%	5%	?	24%	-1%	6	7	0%	20
Cc1ccc(NC(=O)c2cc3c(=O)oc4ccccc4c3s2)nc1	5%	-2%	-4%	1%	-3%	-1	-5	-3%	-19
COc1cccc(Cn2nnc(C(=O)Nc3cc(C)ccc3C)c2N)c1	·	-12%	-18%	0%	·	-20	·	·	·
O=C(Nc1ccccc1Cl)C1C2CCC3C(CCC21)C3(Cl)Cl (stereo not given)	?	0%	-14%	7%	-1%	4	0	-7%	0
Cc1ccc2cc(CCNC(=O)C(=O)c3c[nH]c4ccccc34)c(=O)[nH]c2c1	?	22%	2%	1%	-15%	-3	9	?	12
OCC[C@H]1C[C@@H](O)[C@H](O)[C@@]2(CCc3ccccc3CO2)O1	-10%	11%	2%	-1%	2%	-23	6	-1%	-16
Cc1ccccc1NC(=O)/C(C#N)=C/c1ccsc1	0%	3%	3%	9%	-1%	4	-9	-1%	-8
Nc1nonc1OCCN1CCN(c2ccc([N+](=O)[O-])c3cccnc23)CC1	-5%	-21%	0%	16%	-13%	-8	4	-9%	-5
Cc1ccc(NS(=O)(=O)c2ccc3c(c2)OCCCO3)cc1S(=O)(=O)N1CCOCC1	-21%	-21%	-20%	7%	-1%	2	23	-2%	28
CCN(CC(=O)Nc1ccc(NC(C)=O)cc1)C(=O)c1ccc(C(=O)c2ccccc2)cc1	-11%	-19%	-2%	0%	-4%	-1	-3	-11%	-13
CC(=O)c1cccc(N(CC(=O)O)S(C)(=O)=O)c1	-6%	3%	15%	10%	1%	-7	-2	13%	-10
CCc1ccc(-n2c(=S)sc3c(=O)n(-c4ccccc4C)c(SCC(=O)O)nc32)cc1	?	13%	?	-2%	-5%	-4	43	-3%	6
FC(F)(F)c1nc2ccccc2nc1N/N=C\c1ccccc1	1%	?	?	2%	-14%	0	11	-14%	?
CCO[C@H]1OC(C(=O)N2CCN(C)CC2)=C[C@@H](c2ccc(C(F)(F)F)cc2)[C@@H]1CCCO	-9%	6%	-3%	4%	2%	5	2	0%	16
COc1ccc(NC(=O)CN2CCCN(S(=O)(=O)c3ccc(F)cc3)CC2)cc1	7%	-19%	-29%	14%	5%	-18	-11	6%	-6
OCC(O)/C=N/Nc1nc2ccccc2s1 (stereo not given)	?	3%	-2%	4%	-5%	1	0	-15%	1
O=C(NC(c1ccccc1)c1ccc2ccccc2n1)C1CCN(CCOc2ccc(Cl)cc2Cl)CC1 (stereo not given)	·	?	?	-10%	?	-8	?	?	-22
CC(C)(C)NC(=O)CN(C(=O)C(=O)Nc1ccc2c(c1)OCCO2)C1CC1	-45%[inhibitor]	8%	10%	9%	19%	6	4	?	7
C[C@H](CO)N1C[C@H](C)[C@@H](CN(C)C(=O)NC2CCCC2)Oc2cc(Br)ccc2S1(=O)=O	·	-3%	11%	-1%	0%	-9	-9	-1%	-14
COC(C)(C)[C@]12CC(O)(c3ccccc3)ON1[C@H]1CCCCC1N2O (stereo not given in full)	-1%	0%	3%	4%	5%	4	-1	4%	-13
CC(=O)N1c2ccc(S(=O)(=O)N(C)Cc3ccccc3)cc2CC1C (stereo not given)	-2%	-18%	?	11%	14%	26	-15	8%	65
CC1CCC(NC(=O)COC(=O)c2n[nH]c(=O)c3ccccc23)CC1 (stereo not given)	-18%	7%	10%	1%	3%	-2	15	0%	8
CCOC(=O)CCNCC1COc2ccccc2O1 (stereo not given)	11%	2%	4%	7%	-4%	3	5	-4%	?
CCOC(=O)c1c(C)nc2c(C#N)cnn2c1C	4%	26%	-3%	-13%	2%	1	-13	11%	?
NS(=O)(=O)c1ccc(NC(=O)CN2C(=O)C3C4C=CC(C4)C3C2=O)cc1 (stereo not given)	-22%	3%	?	10%	-8%	5	-6	10%	24
CCOC(=O)c1sc(N2C(=O)C(O)=C(C(=O)c3ccco3)C2c2ccco2)nc1C (stereo not given)	-1%	-1%	-3%	0%	-18%	0	52	-18%	15
Cc1occc1C(=O)Nc1nccs1	-2%[9.22 µM]	-5%	0%	-9%	2%	7	1	2%	15
N#C/C(=C\c1c(N2CCCCC2)nc2ccccn2c1=O)C(=O)NCc1ccco1	7%	?	2.9µM*	4%	-1%	-2	-24	2%	0
CC(C)c1ccc(CN(C(=O)/C=C/c2ccco2)C2CCS(=O)(=O)C2)cc1 (stereo not given)	3%	-6%	-13%	3%	3%	-19	-86*	0%	2

Grouped by structure, the entries above containing an aryl methoxy group.
SMILES	SW480 rereplic	KB-3-1 cytotox	KB-V1 cytotox	GLP-1R agonist	HT1080-NT tox	D3 ag	IL1B secr inh	HT1080 IDH1KD tx	D3 antag
COc1ccccc1N1CN(S(=O)(=O)c2ccc(C)cc2)c2nc3ccccc3nc21	-2%	0%	-18%	1%	-3%	2	-1	-2%	4
COc1ccc(C(=O)N(C)c2c(C)n(C)n(-c3ccccc3)c2=O)cc1OC	-19%	16%	36%	0%	-1%	6	3	-2%	2
COc1cccc(CN2CCN(CC(=O)Nc3ccccc3Cl)CC2)c1	1%	0%	-14%	4%	-6%	-12	-7	-8%	-19
COc1ccc(C(=O)N/N=C/c2sc(=O)n(Cc3cccc(C(=O)O)c3)c2Cl)cc1	-7%	27%	-1%	-4%	-1%	-2	-6	4%	2
COc1ccccc1NS(=O)(=O)c1cccc(C(=O)OCc2nc3ccccc3s2)c1	-3%	5%	?	24%	-1%	6	7	0%	20
COc1cccc(Cn2nnc(C(=O)Nc3cc(C)ccc3C)c2N)c1	·	-12%	-18%	0%	·	-20	·	·	·
COc1ccc(NC(=O)CN2CCCN(S(=O)(=O)c3ccc(F)cc3)CC2)cc1	7%	-19%	-29%	14%	5%	-18	-11	6%	-6

Screening data deposited in PubChem BioAssay by National Center for Advancing Translational Sciences (NCATS).
